MrgX1 allo act – positive allosteric modulators of MrgX1, primary screen, HEK293 cells, Fluo-4 calcium flux | Mas-related G-protein coupled receptor member X1 (Homo sapiens), Q96LB2 | FDSS; hits give high values | B-score at 10 µM | 310,000 tested, 0.63% active | AID 588675, 2011;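 active = plate-corrected calcium response at least 3 library SD above typical, normal starting fluorescence, not activating the receptor alone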;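 note: compound read alongside a low EC10 to EC30 dose of BAM8-22 agonist; peak minus trough fluorescence over baseline measured at the second addition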
TMEM16A act – TMEM16A chloride channel activators or potentiators, primary screen, cell-based, HTS | Anoctamin-1 (Mus musculus), Q8BHY3 | HEK293 TMEM16A/YFP-H148Q/I152L, iodide quench fluorescence; hits give low values | B-score at 10 µM | 340,000 tested, 0.3% active | AID 623877, 2012;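 active = fluorescence-ratio B-score plate-corrected deviation score at least 3 library SD below zero, with starting fluorescence score within 5 deviations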;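 note: channel opened by trigger with iodide after compound preincubation; score built on the fluorescence ratio of max minus min over baseline; more negative score means more quench and so TMEM16A activation or potentiation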
Target sequence (Q8BHY3 whole entry, looked up): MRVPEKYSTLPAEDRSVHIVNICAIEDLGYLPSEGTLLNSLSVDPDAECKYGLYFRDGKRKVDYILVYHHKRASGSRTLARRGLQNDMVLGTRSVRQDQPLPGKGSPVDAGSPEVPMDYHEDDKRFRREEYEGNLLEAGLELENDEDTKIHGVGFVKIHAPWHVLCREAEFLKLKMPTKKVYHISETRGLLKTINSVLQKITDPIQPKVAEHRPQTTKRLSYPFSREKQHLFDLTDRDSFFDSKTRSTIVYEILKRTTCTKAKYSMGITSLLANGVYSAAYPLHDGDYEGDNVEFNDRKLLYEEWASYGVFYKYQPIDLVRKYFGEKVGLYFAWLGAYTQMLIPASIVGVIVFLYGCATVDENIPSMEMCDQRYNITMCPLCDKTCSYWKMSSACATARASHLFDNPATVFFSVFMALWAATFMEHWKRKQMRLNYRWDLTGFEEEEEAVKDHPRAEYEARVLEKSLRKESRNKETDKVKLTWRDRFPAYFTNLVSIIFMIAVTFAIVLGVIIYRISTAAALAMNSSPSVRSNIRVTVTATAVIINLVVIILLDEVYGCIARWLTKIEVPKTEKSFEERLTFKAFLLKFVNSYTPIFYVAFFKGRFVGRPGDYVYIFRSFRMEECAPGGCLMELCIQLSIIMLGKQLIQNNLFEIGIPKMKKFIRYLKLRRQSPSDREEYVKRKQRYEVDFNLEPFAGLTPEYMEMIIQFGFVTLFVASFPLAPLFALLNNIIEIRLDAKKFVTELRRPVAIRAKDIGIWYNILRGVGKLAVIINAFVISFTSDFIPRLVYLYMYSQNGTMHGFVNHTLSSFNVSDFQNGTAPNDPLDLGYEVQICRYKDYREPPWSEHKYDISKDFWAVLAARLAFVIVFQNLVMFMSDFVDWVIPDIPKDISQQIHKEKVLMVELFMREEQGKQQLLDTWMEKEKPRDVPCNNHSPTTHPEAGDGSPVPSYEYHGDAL
TRPC6 act – mouse TRPC6 channel activators, primary screen, cell-based, HEK293, membrane potential dye; Short transient receptor potential channel 6 (Mus musculus), Q61143; HEK293-TRPC6 membrane potential dye fluorescence; hits give high values; B-score at 10 µM; 310,000 tested, 0.13% active; AID 2550, 2010;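 active = B-score of the integrated fluorescence ratio above library mean plus 3 SD, and starting fluorescence ratio within library mean plus 5 SD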;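 note: higher score means more depolarization so channel activation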
TRPC4 PAM – positive allosteric modulators of TRPC4, primary screen, cell-based, mouse TRPC4beta, HEK293 mu-opioid, Fluo-4 calcium; 310,000 tested, 0.42% active; Short transient receptor potential channel 4 (Mus musculus), Q9QUQ5; DAMGO EC20, Fluo-4 Ca2+ flux; hits give high values; AID 2227, 2009; B-score at 10 µM;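 active = B-score of calcium response area above 5 SD of library B-scores, with initial fluorescence ratio within 5 SD of library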;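 note: B-score of integrated fluorescence ratio over time as area under calcium response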
TRPC4 agonist – activators of mouse TRPC4 channel, primary screen, Fluo4 calcium, HEK293 TRPC4beta/mu-opioid cells; 310,000 tested, 0.49% active; Short transient receptor potential channel 4 (Mus musculus), Q9QUQ5; B-score at 10 µM; Fluo4 calcium fluorescence; hits give high values;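 active = B-score above 5 SD of library B-scores, and initial fluorescence ratio not above library mean plus 5 SD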;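 note: positive B-score marks a calcium rise read as TRPC4 activation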
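system = HEK293 cells stably co-expressing mouse TRPC4beta and mu-opioid receptor | schedule = Fluo4 dye loading 45 min at room temperature, 110 s recording | measure = B-scored integrated calcium fluorescence ratio | signal = Fluo4 calcium-sensitive dye fluorescence, kinetic, 1 Hz baseline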
MrgX1 ag – agonists of human MrgX1 receptor, primary screen, HEK293 cells, Fluo-4 calcium flux; Mas-related G-protein coupled receptor member X1 (Homo sapiens), Q96LB2; Fluo-4 calcium fluorescence, agonist mode; hits give high values; B-score at 10 µM; 310,000 tested, 0.44% active; AID 588627, 2011;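 active = calcium response B-score plate-corrected fluorescence ratio at least 3 library SD, with starting fluorescence B-score inside 5 SD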
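Material: MrgX1-expressing HEK293 cells; input: 15,000 cells per well; doses: test compound given as first of three sequential additions; schedule: overnight plating before 1 h dye loading; technique: Fluo-4 NW calcium-flux fluorescence, kinetic read; evaluation: baseline-normalised fluorescence change ratio, B-scored; control set: plate-wise positive and negative controls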
TMEM16A inh – TMEM16A chloride channel inhibitors, primary screen, cell-based, HTS. 310,000 tested, 1.2% active. normalized B-score (activity score, 25-100; higher = stronger inhibition) at 10 µM. Anoctamin-1 (Mus musculus), Q8BHY3. HEK293 TMEM16A/YFP iodide influx fluorescence, ionomycin;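 active = ratio plate-corrected score three or more library SD toward inhibition, starting fluorescence score within five deviations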;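 note: score derived from kinetic fluorescence span divided by baseline fluorescence per well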
TRPC4 block – inhibitors of mouse TRPC4 channel, primary screen, Fluo4 calcium, HEK293 TRPC4beta/mu-opioid cells. Short transient receptor potential channel 4 (Mus musculus), Q9QUQ5. DAMGO-evoked Fluo4 calcium flux; hits give low values. B-score at 10 µM. 300,000 tested, 0.39% active. AID 2247, 2010;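 active = B-score over 3 SD under the library average, no early fluorescence shift, positive overall ratio signal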
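material = TRPC4beta/mu-opioid receptor HEK293 cell line | probe or stimulus = sequential submaximal and maximal DAMGO stimulation | compound dosing = one concentration per compound | measured by = Fluo4 Ca2+ flux fluorescence | evaluation = integrated fluorescence ratio relative to baseline, converted to per-well B score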
MrgX1 antag – antagonists of human MrgX1 receptor, primary screen, HEK293 cells, Fluo-4 calcium flux; BAM8-22 antagonism; hits give low values; B-score at 10 µM; Mas-related G-protein coupled receptor member X1 (Homo sapiens), Q96LB2; 310,000 tested, 1.3% active;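 active = calcium-response B-score plate-corrected more than 3 library SD below zero, starting fluorescence within 5 deviations, no agonist response on first addition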;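 note: peak minus trough fluorescence over baseline after final BAM8-22 challenge near maximal dose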
RGS4 block – RGS4 inhibitors, primary screen, cell-based, HEK293 M3R inducible RGS4, calcium flux. Fluo-4 calcium flux; hits give high values; triggered by carbachol at its EC20. B-score at 10 µM. AID 463165, 2010. Regulator of G-protein signaling 4 (Homo sapiens), P49798. 310,000 tested, 0.45% active;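 active = B-score, a plate-corrected calcium signal, over three deviations above library mean, with baseline fluorescence within five deviations of library mean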;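 note: RGS4 expression induced by doxycycline in cells with stable M3 receptor; B-score is computed from the integrated fluorescence ratio over baseline after carbachol; higher B-score means a larger calcium signal and so more RGS4 inhibition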
TRPC6 inh – mouse TRPC6 channel inhibitors, primary screen, cell-based, HEK293, membrane potential dye. 310,000 tested, 1.1% active. ACh-evoked depolarization; hits give low values. B-score at 10 µM. Short transient receptor potential channel 6 (Mus musculus), Q61143;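 active = B-score under library mean minus 3 SD, initial fluorescence not abnormally high, positive integrated signal ratio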;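 note: B-score derived from integrated fluorescence ratio over the kinetic read; more negative B-score means stronger inhibition of depolarization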
Calls only; i = inactive; · = no result given.

Below each SMILES: TRPC4 block, MrgX1 ag, TRPC4 PAM, TRPC6 inh, TMEM16A inh, MrgX1 antag, MrgX1 allo act, TMEM16A act, TRPC6 act, RGS4 block, TRPC4 agonist
CCn1ncc(/C=N\NC(=O)Cc2ccc([N+](=O)[O-])cc2)c1C
 : i, i, i, i, i, i, i, i, i, i, i
CC(C)COc1ccc(Cc2cnc(N)nc2N)cc1
 : i, i, i, i, i, i, i, i, i, i, i
CSc1nc(C)cc(SCC(=O)Nc2ccc(Cl)cc2Cl)n1
 : i, i, i, i, i, i, i, i, i, i, i
Cn1c(CC(=O)Nc2ccccc2F)nnc1SCC(=O)Nc1nncs1
 : i, i, i, i, i, i, i, i, i, i, i
COc1ccc(-c2cn[nH]c2C)cc1OC
 : i, i, i, i, i, i, i, i, i, i, i
O=c1ccc(-c2ccc(S(=O)(=O)Nc3ccccc3Cl)o2)n[nH]1
 : i, i, i, i, i, i, i, i, i, i, i
O=C(CSc1ncc(-c2ccccc2)[nH]1)Nc1cccc(O)c1
 : i, i, i, i, i, i, i, i, i, i, i
Cc1ccc2ncnc(NCCCN3CCOCC3)c2c1
 : i, i, i, i, i, i, i, i, i, i, i
O=C(NCc1ccncc1)C1CCN(S(=O)(=O)Cc2ccccc2)CC1
 : i, i, i, i, i, i, i, i, i, i, i
CCCc1nn(C)c2c(=O)[nH]c(-c3cc(S(=O)(=O)N(CCO)CCO)ccc3OCC)nc12
 : i, i, i, i, i, i, i, i, i, i, i
Cc1ccc(S(=O)(=O)NC(=NCC(=O)O)c2ccccc2)cc1
 : i, i, i, i, i, i, i, i, i, i, i
O=C(NCc1cccs1)C1CCCN(S(=O)(=O)c2ccc(Br)s2)C1 (stereo not given)
 : i, i, i, i, i, i, i, i, i, i, i
CCOC(=O)COc1c(Cl)cc(C2NC(=S)NC(c3ccccc3)=C2C(C)=O)cc1OCC (stereo not given)
 : i, i, i, i, i, i, i, i, i, i, i
Cc1ccc(NC2=C/C(=N\S(=O)(=O)c3cccs3)c3ccccc3C2=O)c(C)c1
 : i, i, i, i, i, i, i, i, i, i, i
O=C(CCC(=O)N1CCSc2ccccc21)NCc1cccc(Cl)c1
 : i, i, i, i, i, i, i, i, i, i, i
O=C(COc1ccccc1)NCC(=O)NC1CCCCC1
 : i, i, i, i, i, i, i, i, i, i, i
O=C1N/C(=N\N=C\c2ccco2)SC1Cc1ccccc1[N+](=O)[O-] (stereo not given)
 : i, i, i, i, i, i, i, i, i, i, i
CCCc1[nH]n(-c2ccc([N+](=O)[O-])cc2)c(=O)c1C=NCCN1CCNCC1
 : i, i, i, i, i, i, i, ·, i, i, i
CCc1ccc(-c2nc(CN3CCC(C(=O)NCc4ccc(F)cc4)CC3)c(C)o2)cc1
 : i, i, i, i, i, i, i, i, i, i, i
O=C(CSc1ncccn1)N/N=C/c1cccc(OC2CSC2)c1
 : i, i, i, i, i, i, i, i, i, i, i
CCNc1ccccc(-c2ccc3ccccc3n2)c1=O
 : i, i, i, i, i, i, i, i, i, i, i
COc1ccc(CCNC(=O)c2c(O)c3ccccc3[nH]c2=O)cc1
 : i, i, i, i, i, i, i, i, i, i, i
Cc1ccc(-c2nnc(SCC#N)n2N)cc1
 : i, i, i, i, i, i, i, i, i, i, i
N#Cc1c(-c2cccnc2)c2c([nH]c1=S)CCCC2
 : i, i, i, i, i, i, i, i, i, i, i
O=C(N/N=C/c1ccc(-c2ccc([N+](=O)[O-])cc2)o1)[C@H]1C[C@@H]1c1ccccc1
 : i, i, i, i, i, i, i, i, i, i, i
COc1ccccc1NC(=O)NC1CCCCCCC1
 : i, i, i, i, i, i, i, i, i, i, i
CN(Cc1ccccc1)Cc1nc2c(c(=O)n(C)c(=O)n2C)n1Cc1ccc(Cl)cc1
 : i, i, i, i, i, i, i, i, i, i, i
COc1ccccc1CNC(=O)C(c1ccccc1)c1ccccc1
 : i, i, i, i, i, i, i, i, i, i, i
Clc1ccc2scc(CN3CCCCC3)c2c1
 : i, i, i, i, i, i, i, i, i, i, i
CC(/C=N/N1CCN(Cc2ccccc2)CC1)=C\c1ccccc1
 : i, i, i, i, i, i, i, i, i, i, i
CCC(C)(C)NC(=O)C(c1cccc(OC)c1)N(C(=O)c1ccn[nH]1)c1cccc(OC)c1 (stereo not given)
 : i, i, i, i, i, i, i, i, i, i, i
Nc1nc(Nc2ccccc2)n[nH]1
 : i, i, i, i, i, i, i, i, i, i, i
CC(=O)c1ccc(NC(=O)COC(=O)CCN2C(=O)c3cccc([N+](=O)[O-])c3C2=O)cc1
 : i, i, i, i, i, i, i, i, i, i, i
CN(C)S(=O)(=O)c1ccc(C(=O)Nc2nc(-c3cccs3)cs2)cc1
 : i, i, i, i, i, i, i, i, i, i, i
O=C(O)/C=C\C(=O)Nc1ccc(F)c(F)c1F
 : i, i, i, i, i, i, i, i, i, i, i
CC(=O)N1CCCc2cc(S(=O)(=O)NC(C(=O)NCc3ccc(C)cc3)C(C)C)ccc21 (stereo not given)
 : i, i, i, i, i, i, i, i, i, i, i
COc1ccc(NC2CCCN(C(=O)c3ccc(C(C)=O)cc3)C2)cc1 (stereo not given)
 : i, i, i, i, i, i, i, i, i, i, i
CCC(=O)Nc1ccc2c(c1)ncn2-c1ccc(C)cc1
 : i, i, i, i, i, i, i, i, i, i, i
COc1ccc(NC(=O)C(=O)NCCC2CCCCN2S(=O)(=O)c2cccs2)cc1 (stereo not given)
 : i, i, i, i, i, i, i, i, i, i, i
CCCn1c(N)c(N(CCOC)C(=O)c2ccccc2)c(=O)[nH]c1=O
 : i, i, i, i, i, i, i, i, i, i, i
N#CC1=C(N)OC2=C(C(=O)CC(c3ccco3)C2)C1c1ccc(OCc2c(F)cccc2Cl)cc1 (stereo not given)
 : i, i, i, i, i, i, i, i, i, i, i
CCc1nc2ccc(C(=O)NCc3ccc(C)o3)cc2nc1CC
 : i, i, i, i, i, i, i, i, i, i, i
Cc1onc(-c2ccc(Cl)cc2)c1-c1ccnc(SCC(=O)Nc2ccc(C(C)C)cc2)n1
 : i, i, i, i, i, i, i, i, i, i, i
COC(C(=O)NNS(=O)(=O)c1ccccc1[N+](=O)[O-])c1ccccc1 (stereo not given)
 : i, ·, i, i, ·, ·, ·, i, i, i, i
Cn1c(CO)cnc1SCc1c(Cl)cccc1Cl
 : i, i, i, i, i, i, i, i, i, i, i
Cc1ccc(C(=O)NCc2ccc(N3CCN(C(=O)OC(C)(C)C)CC3)cc2)cc1
 : i, i, i, i, i, i, i, i, i, i, i
Cc1cnc(NC(=O)CSc2nnc(-c3ccncc3)n2C2CCCCC2)s1
 : i, i, i, i, i, i, i, i, i, i, i
COc1ccc(C(C(=O)NC2CCCC2)N(C(=O)c2snc(C(N)=O)c2N)c2ccccc2OC)cc1OC (stereo not given)
 : i, i, i, i, i, i, i, i, i, i, i
O=C(CNCCO)N1N=C(c2cccs2)CC1c1cccs1 (stereo not given)
 : i, i, i, i, i, i, i, i, i, i, i
Cc1ccc(C)c(SCC(=O)Nc2cccnc2Cl)c1
 : i, i, i, i, i, i, i, i, i, i, i
CCCn1c(=O)c2ccccc2n2c(SCC(=O)NCc3cccs3)nnc12
 : i, i, i, i, i, i, i, i, i, i, i
COc1ccc(/C=N/NC(=O)CCN2CCN(c3ccccc3)CC2)c(OC)c1OC
 : i, i, i, i, i, i, i, i, i, i, i
OCC1(Cc2ccccc2F)CCCN(CC2CCCCC2)C1 (stereo not given)
 : i, i, i, i, i, i, i, i, i, i, i
O=c1c([N+](=O)[O-])c(O)c2cccc3c2n1CCC3
 : i, i, i, i, i, i, i, i, i, i, i
COc1ccc(CNC(=O)C(=O)c2cn(CC(=O)N3CCCC3)c3ccccc23)cc1
 : i, i, i, i, i, i, i, i, i, i, i
O=c1c(-c2ccc(Cl)cc2)c[nH]n1-c1ccccc1
 : i, i, i, i, i, i, i, i, i, i, i
CCOc1ccc(C(=O)Nc2nnn(CC)n2)cc1
 : i, i, i, i, i, i, i, i, i, i, i
CCOC(=O)c1ccc(NC(=O)c2ccnn2C)cc1
 : i, i, i, i, i, i, i, i, i, i, i
CCOc1ccccc1Nc1nc(N)nc(CSc2nncn2C)n1
 : i, i, i, i, i, i, i, i, i, i, i
CCOC(=O)CN1C(=O)CC(c2ccccc2)C1=O (stereo not given)
 : i, i, i, i, i, i, i, i, i, i, i

The list goes on.
Below each SMILES: TRPC4 block, MrgX1 ag, TRPC4 PAM, TRPC6 inh, TMEM16A inh, MrgX1 antag, MrgX1 allo act, TMEM16A act, TRPC6 act, RGS4 block, TRPC4 agonist
COc1ccc(C[C@H]2CN3C(=NC[C@@H]3C(C)C)N2CCNC(=O)CCC2CCCCC2)cc1
 : i, i, i, i, i, i, i, i, i, i, i
Cc1ccc(C(=O)CSc2nnc(C(C)C)n2C)cc1C
 : i, i, i, i, i, i, i, i, i, i, i
CCCc1cc(=O)oc2cc(OC3CCCCC3=O)ccc12 (stereo not given)
 : i, i, i, i, i, i, i, i, i, i, i
Cc1cc(-c2nnc(CCC(=O)NC(C)(C)C34CC5CC(CC(C5)C3)C4)o2)no1
 : i, i, i, i, i, i, i, i, i, i, i
CN(C)c1c(F)cc(-c2nn[nH]n2)cc1F
 : i, i, i, i, i, i, i, i, i, i, i

Source: PubChem BioAssay (Johns Hopkins Ion Channel Center)
